Source: PubChem BioAssay (National Center for Advancing Translational Sciences (NCATS))
EPAC1 agonist – qHTS for Agonist of cAMP-regulated guanine nucleotide exchange factor 3 (EPAC1): primary screen; EPAC1 agonist qHTS, biochemical assay; response scale: 100% = response to 6.5 mM cAMP; Potency, µM (titrated, usually from 154 µM), inactives show at the highest dose activation, usual class: activators; 360,000 tested, 0.073% active; AID 720707, 2013; also: potency is read from the fitted curve at half-maximal effect; nearly all actives have a fitted effect of over 60% in size
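Compounds were pinned as a concentration titration into mixtures of EPAC1 (100 nM), BODIPY-GDP-loaded Rap1B (250 nM) and GDP (50 uM). After 5 min at room temperature, fluorescence was followed for 30 min; activity was scaled to 6.5 mM cAMP.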
IL2 activator – qHTS of IL-2 Activators; 360,000 tested, 0.065% active; IL-2 activation reporter assay, cell-based qHTS; stimulated with anti-CD3/CD4/CD28 beads; in transgenic mouse T cells; activation, % (series mostly up to about 46 µM); in the data active = activation above about 50%; inconclusive = mostly about 30% to 49%; also: 0% is about no effect
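Using fluorescent plate cytometry, EGFP and DsRed are detected in transgenic mouse T cells stimulated 18 h at 37 degrees C with antibody-coated beads after 60 min compound pretreatment.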
EPAC2 ag – qHTS for Agonist of cAMP-regulated guanine nucleotide exchange factor 4 (EPAC2): primary screen. Rap guanine nucleotide exchange factor 4 (Homo sapiens), Q8WZA2. EPAC2 activation, biochemical qHTS; response scale: 100% = 6.5 mM cAMP response. Potency, µM (doses to about 154 µM), for inactives: at the highest dose activation, usual class: activators. 360,000 tested, 0.079% active. AID 720711, 2013; also: potency is read from the fitted curve at half-maximal effect; nearly all actives have a fitted effect of over 50% in size
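qHTS, titration series. 100 nM EPAC2 / 250 nM Rap1B-BODIPY-GDP / 50 uM GDP; RT; ex 480/em 540 nm, 5-min reads to 30 min. Norm. to 6.5 mM cAMP = activation.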
PI5P4K alpha inh – qHTS for Inhibitors of phosphatidylinositol 5-phosphate 4-kinase (PI5P4K) | Phosphatidylinositol 5-phosphate 4-kinase type-2 alpha (Homo sapiens), P48426 | 330,000 tested, 1.2% active | max response, % | AID 652105, 2013 | PI5P4Kalpha enzyme, ADP-Glo luminescence, 60 min; hits give low values; active = max response of -50% or lower; inconclusive = between -30% and -50%; inactive = -30% or higher; also: value at the top dose of about 77 µM; % is scaled to controls: 0 for no effect and ±100 for the full control effect
Target sequence (P48426 whole entry, looked up): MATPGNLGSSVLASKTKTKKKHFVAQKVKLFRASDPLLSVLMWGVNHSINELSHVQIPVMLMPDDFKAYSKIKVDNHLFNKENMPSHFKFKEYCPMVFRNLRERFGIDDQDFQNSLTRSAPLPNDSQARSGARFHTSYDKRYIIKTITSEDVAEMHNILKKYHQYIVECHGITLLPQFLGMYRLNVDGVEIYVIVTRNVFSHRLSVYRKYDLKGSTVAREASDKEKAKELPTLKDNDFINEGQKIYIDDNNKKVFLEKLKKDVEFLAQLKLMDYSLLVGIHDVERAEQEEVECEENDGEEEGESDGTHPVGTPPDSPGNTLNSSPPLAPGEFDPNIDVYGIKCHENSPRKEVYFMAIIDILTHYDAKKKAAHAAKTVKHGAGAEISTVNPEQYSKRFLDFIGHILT
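qHTS, 1536-well: enzyme/substrate mix, compound by pin tool, 5 microM ATP final; RT 60 min; ADP-Glo reagents 1 (45 min) then 2 (30 min); luminescence.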
CCT modulator – High-Throughput Screening for Modulators of Cytosolic Chaperonin Activity. purified chaperonin ATPase assay, HTRF ADP detection, 30 min. activity change, % (no concentration beside the values), hits read low. 360,000 tested, 0.3% active; in the data active = activity change below about -30%; also: % is scaled to controls: 0 for no effect and ±100 for the full control effect
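We incubate TRiC, 40 or 20 nM final, with library compounds at 76 uM and 10 uM ATP for 30 min at 37 °C. ADP formed is detected with Transcreener HTRF reagents after 30 min at room temperature.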
PLK1 PBD inh – qHTS for Inhibitors of PLK1-PDB (polo-like kinase 1 - polo-box domain): Primary Screen; 360,000 tested, 2.8% active; Serine/threonine-protein kinase PLK1 (Homo sapiens), P53350; Plk1 PBD binding of FITC phosphopeptide, fluorescence polarization; Potency, µM, without a hit: max response, negative = inhibition, most hits filed as inhibitors; also: potency is read from the fitted curve at half-maximal effect; series mostly up to about 57 µM; % is scaled to controls: 0 for no effect and ±100 for the full control effect; nearly all actives have a fitted effect of over 65% in size
Target sequence (P53350 whole entry, looked up, the tested form may be a part): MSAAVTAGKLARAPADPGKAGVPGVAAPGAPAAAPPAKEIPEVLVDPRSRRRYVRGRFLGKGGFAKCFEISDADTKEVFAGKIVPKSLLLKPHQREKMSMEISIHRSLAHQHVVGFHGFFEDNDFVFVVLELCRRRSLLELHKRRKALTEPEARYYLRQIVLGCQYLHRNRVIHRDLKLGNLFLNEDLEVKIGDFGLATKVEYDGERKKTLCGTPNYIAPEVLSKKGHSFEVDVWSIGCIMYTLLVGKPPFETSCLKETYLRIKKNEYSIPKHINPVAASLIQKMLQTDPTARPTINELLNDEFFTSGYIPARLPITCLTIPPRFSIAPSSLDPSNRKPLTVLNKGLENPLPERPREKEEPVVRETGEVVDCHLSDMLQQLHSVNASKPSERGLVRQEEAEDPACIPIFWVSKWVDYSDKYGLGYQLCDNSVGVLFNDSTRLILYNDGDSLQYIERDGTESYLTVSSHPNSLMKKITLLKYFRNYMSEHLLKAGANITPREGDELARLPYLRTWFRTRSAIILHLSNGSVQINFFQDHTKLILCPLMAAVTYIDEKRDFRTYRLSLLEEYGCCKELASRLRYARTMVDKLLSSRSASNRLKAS
WRN inhibitor – qHTS for Inhibitors of WRN Helicase. Bifunctional 3'-5' exonuclease/ATP-dependent helicase WRN (Homo sapiens), Q14191. WRN helicase unwinding, fluorescent forked duplex, kinetic. Potency, µM (titrated, usually from 114 µM), for the others: at the top dose activity change, negative = inhibition, most hits filed as inhibitors. 360,000 tested, 0.46% active; also: potency is read from the fitted curve at half-maximal effect; % is scaled to controls: 0 for no effect and ±100 for the full control effect; nearly all actives have a fitted effect of over 55% in size
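Fluorescence dequenching readout, ex 525 nm/em 598 nm, kinetic mode: forked duplex DNA (100 nM final) with adjacent fluorophore and quencher unwound by WRN (20 nM final) with 2 mM ATP. Compound preincubation 15 min, room temperature.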
EPAC1 antag – qHTS for Antagonist of cAMP-regulated guanine nucleotide exchange factor 3 (EPAC1): primary screen | Potency, µM (highest dose often 115 µM), for the others: top-dose activity change, negative = inhibition, hits mostly inhibitors | AID 720709, 2013 | Rap guanine nucleotide exchange factor 3 (Homo sapiens), O95398 | 360,000 tested, 0.14% active | EPAC1 GEF assay, Rap1b-BODIPY-GDP exchange fluorescence;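 also: potency is read from the fitted curve at half-maximal effect; plate controls were vehicle for no effect and positive control for full effect; nearly all actives have a fitted effect of over 50% in size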
* marks the source's active call; other numbers are inactive results; ? = inconclusive; . = no result given; [ ] = another dose, or the depositor's remark. Unless noted, calls follow the shape of the dose curve; as a rule, active = well fitted curve in the direction sought with a large enough effect; inconclusive = small, poorly fitted or top-dose-only effect, or another doubt; inactive = no such curve, though single readings can be large; an effect the other way counts as inactive or inconclusive.

SMILES | EPAC1 agonist | IL2 activator | EPAC2 ag | PI5P4K alpha inh | CCT modulator | PLK1 PBD inh | WRN inhibitor | EPAC1 antag
O=C(NCc1ccncc1)c1ccc(OCc2ccccc2)cc1 | 1.4% | -1.6 | 3.3% | 0.4 | -1.2 | -0.5% | -5.8% | ?
Nc1cc(=O)[nH]c(SCC(=O)N2N=C(c3ccc(Cl)cc3)CC2c2ccco2)n1 (stereo not given) | -5.7% | -1.0 | 5.5% | -2.8 | -1.0 | -16.1% | -17.9% | -1.1%
COc1cc(CC(=O)OCC(=O)NCCc2ccc(S(N)(=O)=O)cc2)cc(OC)c1OC | -15.2% | -0.5 | -0.3% | 0.9 | 1.1 | 2.0% | 14.1% | -5.7%
CCOc1ccc(NC(=S)Nc2cc(-c3ccccc3)[nH]n2)cc1 | 14.6% | 0.1 | 13.8% | -3.1 | -1.6 | -10.4% | -19.4% | -5.4%
COc1cc2c(c(NC(C)=O)c1)N(C(C)=O)CCC2 | -1.3% | 1.4 | -0.9% | 6.0 | 0.3 | -1.7% | 7.2% | -3.2%
Cc1cc(C)c(C)c(S(=O)(=O)Nc2ccccc2C(=O)NN2CCOCC2)c1C | -0.2% | 0.5 | 1.7% | -1.0 | -2.2 | 0.4% | 0.0% | 6.8%
O=C1CN(S(=O)(=O)c2ccc(F)cc2)c2ccccc2N1 | 5.3% | 0.9 | 3.3% | -7.0 | 1.3 | -17.4% | 15.9% | -6.9%
CC(=O)OC1COC(n2ccc3cc([N+](=O)[O-])ccc32)C(OC(C)=O)C1OC(C)=O (stereo not given) | -14.0% | -3.1 | -8.8% | -6.3 | 0.0 | -2.2% | 4.6% | 4.5%
Cc1nn(C(C)C(=O)NCCN2CCCC2)c(=O)c2c1sc1ccccc12 (stereo not given) | -1.2% | -2.5 | -0.4% | -4.8 | -0.6 | -25.6% | -2.0% | -3.8%
CC(=O)NC1=NN(C(C)=O)C2(CCCC2)S1 | 1.7% | 0.4 | 1.2% | -8.8 | -0.9 | -11.9% | -27.7% | 7.9%
COc1cc(-c2nc3ccc4ccccc4c3c3c2CCC3)cc(OC)c1O | 12.0% | -0.7 | 1.2% | 2.9 | -0.3 | -6.7% | -18.4% | -8.5%
COc1cc2c(cc1O)C(Cc1ccc(O)cc1)NCC2 (stereo not given) | 8.8% | 0.5 | 8.0% | -7.6 | 0.8 | -6.3% | 4.8% | 8.1%
COc1ccc(OCC(O)CNC2CCCC2)cc1 (stereo not given) | -4.1% | -0.7 | 4.2% | -0.5 | 0.6 | -0.4% | 4.6% | -1.7%
COCCn1c(SCC(=O)N2CC(C)OC(C)C2)nc2c([nH]c3ccccc32)c1=O (stereo not given) | 0.5% | -2.2 | -8.4% | 6.2 | -3.0 | -8.0% | 0.5% | -3.7%
COc1cccc(NC(=O)c2ccccc2SC)c1 | 2.1% | -2.3 | 3.4% | . | 0.6 | 1.3% | -5.9%[57.1 µM] | 9.0%

Part of the list above, tab-delimited.
SMILES	EPAC1 agonist	IL2 activator	EPAC2 ag	PI5P4K alpha inh	CCT modulator	PLK1 PBD inh	WRN inhibitor	EPAC1 antag
COc1cc2c(c(NC(C)=O)c1)N(C(C)=O)CCC2	-1.3%	1.4	-0.9%	6.0	0.3	-1.7%	7.2%	-3.2%
Cc1cc(C)c(C)c(S(=O)(=O)Nc2ccccc2C(=O)NN2CCOCC2)c1C	-0.2%	0.5	1.7%	-1.0	-2.2	0.4%	0.0%	6.8%
O=C1CN(S(=O)(=O)c2ccc(F)cc2)c2ccccc2N1	5.3%	0.9	3.3%	-7.0	1.3	-17.4%	15.9%	-6.9%
CC(=O)OC1COC(n2ccc3cc([N+](=O)[O-])ccc32)C(OC(C)=O)C1OC(C)=O (stereo not given)	-14.0%	-3.1	-8.8%	-6.3	0.0	-2.2%	4.6%	4.5%
Cc1nn(C(C)C(=O)NCCN2CCCC2)c(=O)c2c1sc1ccccc12 (stereo not given)	-1.2%	-2.5	-0.4%	-4.8	-0.6	-25.6%	-2.0%	-3.8%

The results go on:
SMILES | EPAC1 agonist | IL2 activator | EPAC2 ag | PI5P4K alpha inh | CCT modulator | PLK1 PBD inh | WRN inhibitor | EPAC1 antag
CCOc1ccc(C(=O)Nc2nnc(S(=O)(=O)N(C)Cc3ccco3)s2)cc1 | 5.9% | 0.0 | 4.5% | -23.9 | -1.8 | -12.3% | 1.7% | 0.3%
CC(=O)NC1=NN(c2ccccc2)C(=O)C1 | 3.1% | -1.6 | 5.8% | 0.8 | 0.6 | -5.6% | -3.4% | -1.1%
COc1cc(CN2CCCC(CO)(Cc3ccccc3F)C2)ccc1O (stereo not given) | 2.2% | 0.1 | 4.7% | 9.3 | -0.5 | -3.9% | -4.2% | -6.7%
CCOC(=O)CCCNC(=O)COC(=O)[C@@H]1CCCN1S(=O)(=O)c1ccc(Cl)cc1 | 1.6% | -0.6 | -4.1% | -2.5 | -1.9 | -18.6% | -24.7% | -6.4%
CCNC(=O)c1ccccc1SCc1ccccc1 | 2.5% | -2.4 | 2.0% | 5.6 | -1.1 | 7.9% | 0.9% | -6.1%
COc1ccc(C)cc1S(=O)(=O)N(C)CC(=O)N1CCCCC1 | -2.3% | 0.3 | -2.1% | -2.3 | -0.9 | -4.1% | 3.4% | 1.1%
Cn1c(SCC(=O)c2ccc(F)cc2)nnc1-c1ccccn1 | 1.8% | -1.4 | 0.2% | 1.8 | -1.5 | -4.2% | -2.5% | 9.0%
O=C(C1CCCN1S(=O)(=O)c1cccc2cccnc12)N1CCN(c2ccccc2)CC1 (stereo not given) | 12.5% | 2.0 | 4.9% | 3.8 | 0.2 | -18.6% | -0.5% | 5.2%
CN(CCCNC(=O)Cn1c(=O)c2cccn2c2ccccc21)Cc1ccccc1 | 5.1% | -0.7 | 1.7% | 1.8 | -2.8 | -10.5% | 9.3% | -14.2%
COCCCN1CC(=O)N2C(c3ccc(OC)c(OC)c3)c3[nH]c4ccccc4c3C[C@H]2C1=O (stereo not given in full) | 4.9% | -0.7 | -6.0% | -0.9 | -0.8 | -2.0% | -0.1% | -1.6%
Cc1ccc(C)c(NC(=O)CCC(=O)NNC(=O)c2cccc([N+](=O)[O-])c2)c1 | 2.0% | 0.9 | -3.3% | . | -4.2 | 5.4% | -1.8% | -0.9%
COC(=O)C1=CN(C)C=C(C(=O)OC)C1c1ccc(O)c(OC)c1 | -2.8% | -0.6 | 2.5% | 2.9 | -0.6 | -0.3% | -8.3% | 9.8%
CC1CC(CCC(=O)NC(=S)Nc2ccc(S(N)(=O)=O)cc2)C(=O)O1 (stereo not given) | 8.1% | -0.3 | 5.1% | 0.7 | -0.6 | -10.0% | 0.4% | -16.9%
COCCNC(=S)NN=C1CCC(c2ccccc2)CC1 (stereo not given) | -9.6% | -0.2 | -5.5% | -2.1 | 2.4 | -0.9% | -2.7% | -19.8%
CCOC(=O)NC(=O)CSc1ccc(C)cc1C | -5.4% | 0.5 | -3.7% | 1.9 | -0.9 | -7.9% | -10.5% | -1.3%
CCc1nnc(NC(=O)Cn2nc(-c3ccc(OC)c(OC)c3)ccc2=O)s1 | 0.0% | -1.0 | -1.5% | 2.9 | -4.9 | -7.6% | -2.4% | -12.0%
CN1CCN(CCCNC(=O)CCC(=O)N2CCOc3ccccc32)CC1 | -4.2% | 0.1 | 21.5% | 0.9 | 0.3 | -2.4% | -7.8% | -2.4%
CN1CCN(C(=O)C2CC(c3c(F)cccc3Cl)=NO2)CC1 (stereo not given) | -1.8% | -2.9 | 6.0% | . | -2.2 | -3.6% | -4.5%[57.1 µM] | 9.9%
COC(=O)C1(C)NC(c2ccc(O)cc2)C2C(=O)N(c3ccc(C)cc3)C(=O)C21 (stereo not given) | -3.3% | -3.7 | 0.9% | 0.3 | -5.2 | -4.7% | 9.6% | 9.4%
COc1ccc(-c2nc(N3CCCCCC3)sc2C(=O)c2ccccc2)cc1 | 7.6% | -0.4 | 21.6% | 11.5 | -2.2 | -12.4% | -13.0% | -12.5%
CCCc1cc(=O)[nH]c(SCC(=O)Nc2nonc2N)n1 | 10.9% | 0.4 | -3.0% | . | -2.2 | ? | -0.1% | 0.8%
CC(=O)N1CC(=O)N=C1SCC(=O)Nc1nc(-c2ccccc2)c(-c2ccccc2)s1 | 17.7% | -0.7 | 14.6% | -2.4 | -11.8 | -9.3% | -16.0% | -13.9%
COc1cc(OC)c(S(=O)(=O)Nc2ccc(C)cn2)cc1NC(C)=O | 14.5% | 1.2 | 8.7% | 3.9 | 1.3 | -11.9% | 5.8% | -0.7%
CCOC(=O)c1sc2ncnc(OC)c2c1C | 0.5% | 1.3 | -2.3% | 5.4 | 0.4 | -6.4% | 8.2% | 14.9%
O=C(CCCCC(=O)NC1CCCC1)NC1CCCC1 | 5.6% | -0.2 | 2.1% | 5.0 | -1.6 | -6.6% | -7.4% | 2.8%
CCc1nc2c(OCC(=O)c3ccc(Cl)cc3Cl)cccn2c1N(C=O)Cc1ccccc1 | -1.2% | -0.8 | 23.0% | ? | 0.8 | -20.6% | -6.1% | ?
COc1ccccc1NC(=O)C(=O)NCCC1CCCCN1S(=O)(=O)c1ccccc1 (stereo not given) | -0.7% | -0.8 | 2.0% | 1.7 | -3.0 | -4.5% | -20.8% | -18.2%
NS(=O)(=O)c1ccc(N/N=C2/CCCc3ccccc32)c([N+](=O)[O-])c1 | 9.7% | -0.6 | -8.6% | 10.4 | 1.0 | 1.2% | -5.4% | 8.8%
CCN(CC)S(=O)(=O)c1ccc(Cl)c(NC(=O)COC(=O)c2ccc(O)cc2)c1 | 1.5% | -1.1 | 11.7% | 4.0 | -4.7 | -9.4% | -20.8% | -20.6%
COc1ccccc1/C=C1/C(=O)N(c2ccccc2)N=C1C | -3.4% | -2.4 | 8.8% | 1.7 | -2.1 | 2.67µM* | -7.8% | -44.3%
COc1ccc(C2CC(c3ccc4ccccc4c3OC(C)=O)=NN2C(=O)/C=C/c2ccccc2)cc1 (stereo not given) | 8.2% | -0.5 | 4.5% | 7.9 | -2.4 | -1.3% | 1.9% | -8.9%

Some of the compounds tested; the hit share may differ from the screen's.
